Source: PubChem BioAssay (National Center for Advancing Translational Sciences (NCATS))
KB-V1 MDR tox – KB-V1 MDR subline cytotoxicity; KB-V1 MDR cells viability, CellTiter-Glo, 72 h; hit rate 3.4% among 400,000; Potency, µM (series often up to 46.1 µM), for the others: at the top dose activity change, negative = cytotoxicity, hits mostly cytotoxic; also: potency is read from the fitted curve at half-maximal effect; % is scaled to controls: 0 for no effect and ±100 for the full control effect; nearly all actives have a fitted effect of over 60% in size
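Luminescent ATP read-out (CellTiter-Glo, 10 min) measures survival of drug-selected KB-V1 MDR cells after 72 h, 37 degrees C compound exposure. Medium: phenol-red-free DMEM, 10% FBS. Values from fitted concentration-response curves.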
HEK293 tox – cytotoxicity in counter-screen for GLP-1R inverse agonists; HEK293 cAMP-luciferase reporter cells, luminescence, 24 h; Potency, µM (titrated, usually from 38.3 µM), inactives show at the top dose activity change, negative = inhibition, usual class: inhibitors; hit rate 0.13% among 410,000;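 also: loss of luciferase light is scored as toxicity; potency is read from the fitted curve at half-maximal effect; % is scaled to controls: 0 for no effect and ±100 for the full control effect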
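A 23 nL compound transfer followed 12 hours of cell culture at 37 deg C; exposure then lasted 24 hr. Luciferase assay detection reagent was dispensed and plates read for luminescence after a 12 min room-temperature wait.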
GLP-1R agonist – GLP-1 receptor (human) agonism; P43220; HEK293 GLP-1R CRE-luciferase, luminescence, 4-6 h; cells express a hypersensitive GLP-1R form; Potency, µM (titrated, usually from 45.6 µM), inactives show at the top dose activation, usual class: activators; hit rate 0.007% among 380,000; also: potency is read from the fitted curve at half-maximal effect; % of control where 0% means no effect
Target sequence (P43220 whole entry, looked up): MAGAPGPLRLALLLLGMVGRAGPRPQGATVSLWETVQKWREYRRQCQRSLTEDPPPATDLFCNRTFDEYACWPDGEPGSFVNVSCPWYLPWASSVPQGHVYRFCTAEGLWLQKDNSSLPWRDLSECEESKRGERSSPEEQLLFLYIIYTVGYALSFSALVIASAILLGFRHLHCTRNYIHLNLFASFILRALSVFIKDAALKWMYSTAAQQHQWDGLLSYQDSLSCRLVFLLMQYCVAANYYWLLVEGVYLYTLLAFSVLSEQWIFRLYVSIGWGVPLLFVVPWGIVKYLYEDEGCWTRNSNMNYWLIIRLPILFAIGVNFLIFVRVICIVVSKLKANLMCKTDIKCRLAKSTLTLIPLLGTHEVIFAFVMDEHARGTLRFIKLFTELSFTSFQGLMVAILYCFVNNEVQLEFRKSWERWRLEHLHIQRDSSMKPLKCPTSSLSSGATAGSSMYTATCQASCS
GLP1R inv ag – acts as inverse agonist at human GLP-1 receptor; HEK293 GLP-1R CRE-luciferase, luminescence, 24 h; GLP-1R form is constitutively active; Potency, µM (highest dose often 38.3 µM), for the others: at the top dose activity change, negative = inhibition, hits mostly inhibitors; hit rate 1.6% among 410,000; AID 624417; also: potency is read from the fitted curve at half-maximal effect; % is scaled to controls: 0 for no effect and ±100 for the full control effect; nearly all actives have a fitted effect of over 55% in size
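qHTS in 1536-well format: reporter HEK293 cells expressing constitutive GLP-1R activity in DMEM + 10% Nu serum, 24 hr with compounds at 37 deg C, luminescence read after 12 min with detection reagent.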
DRD3 antagonist – blocks the human D3 dopamine receptor; hit rate 2.5% among 360,000; max response, negative = inhibition, %; P35462; D3R cells, DiscoveRx beta-arrestin luminescence, antagonist mode; hits give low values; AID 652054; in the data active = max response below about -50%; inconclusive = no clear call, values can overlap the other calls; also: % is scaled to controls: 0 for no effect and ±100 for the full control effect; mostly tested at two doses, the higher about 12 µM
Target sequence (P35462 whole entry, looked up): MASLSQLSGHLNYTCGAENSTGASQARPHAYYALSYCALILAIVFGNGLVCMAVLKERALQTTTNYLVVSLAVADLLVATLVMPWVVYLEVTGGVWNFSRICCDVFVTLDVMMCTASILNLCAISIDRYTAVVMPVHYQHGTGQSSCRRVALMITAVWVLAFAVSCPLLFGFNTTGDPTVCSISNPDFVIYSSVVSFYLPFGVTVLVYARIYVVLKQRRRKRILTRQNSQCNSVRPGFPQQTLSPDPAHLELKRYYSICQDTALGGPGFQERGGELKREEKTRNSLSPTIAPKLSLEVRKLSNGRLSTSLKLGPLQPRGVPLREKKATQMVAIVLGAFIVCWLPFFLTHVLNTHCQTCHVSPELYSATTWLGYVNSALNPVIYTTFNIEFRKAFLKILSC
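Cells expressing the human receptor were seeded at 1500 cells/well, incubated overnight at 37 degrees C in 5% CO2, then exposed to library compounds with dopamine controls for 90 minutes at 37 degrees C before luminescent detection.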
D3 ag – D3 dopamine receptor (human) agonism; AID 652048; max activation, %; D3R DiscoveRx beta-arrestin cells, luminescence, 90 min; hit rate 0.58% among 410,000; in the data active = max activation above about 30%; also: 0% is about no effect; mostly tested at two doses, the higher about 12 µM
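Agonist mode: compounds and dopamine controls were applied to plated cells for 90 min at 37 degrees C after an overnight attachment at 1500 cells/well. Luminescent read-out followed 30 - 60 minutes at room temperature with DiscoveRx detection reagent.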
TDP-43 yeast inh – inhibitors of TDP-43 toxicity in yeast; TDP-43 expressing yeast growth rescue, BacTiter-Glo, 24 h; Potency, µM (doses to about 46.1 µM), for inactives: top-dose growth rescue (activation), hits mostly activators; hit rate 1.8% among 410,000; AID 652104; also: potency is read from the fitted curve at half-maximal effect; % of control where 0% means no effect; nearly all actives have a fitted effect of over 50% in size
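Luminescence from BacTiter-Glo reports growth of TDP-43-expressing yeast after 24 hr at 30 deg C with compound. Cells were raffinose-pregrown to mid-log, then seeded in galactose medium at OD600=0.02.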
PTHR1 agonist – agonists of human PTHR1 parathyroid hormone receptor | HEK293 GP2 PTHR1 cells, GloSensor cAMP luminescence, 1 h | AID 743266 | Q03431 | hit rate 0.075% among 410,000 | Potency, µM (series often up to 115 µM), for inactives: at the top dose activation, hits mostly activators; also: potency is read from the fitted curve at half-maximal effect; nearly all actives have a fitted effect of over 55% in size; some results filed as inactive show a strong effect at the top dose; inactives centre near -15; many of its hits are not listed in these tables
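HEK-293-derived GP2 cells expressing PTHR1 and a GloSensor cAMP reporter, 3,000/well, plated overnight, given luciferin plus IBMX (each 0.5 mM as added) for 1 h at 37 °C, then compound for 1 h at 37 °C. Luminescence was read after 15 min at room temperature.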
aSyn yeast inh – inhibitors of alpha-synuclein toxicity in yeast; hit rate 0.14% among 370,000; Yeast expressing alpha-synuclein, growth rescue, BacTiter-Glo, 24 h; AID 652106; Potency, µM (top dose mostly 46.1 µM), for the others: at the top dose growth rescue (activation), hits mostly activators; also: potency is read from the fitted curve at half-maximal effect; % of control where 0% means no effect; nearly all actives have a fitted effect of over 65% in size
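Readout is rescue of growth in alpha-synuclein-expressing yeast, so inhibitors of toxicity appear as activators. Growth after 24 hr at 30 deg C in galactose medium is quantified by luminescence.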
The depositor's hits bear a star; i = inactive; u = inconclusive; x = no result given; [ ] = remark or other dose. Unless noted, calls follow the shape of the dose curve; as a rule, active = well fitted curve in the direction sought with a large enough effect; inconclusive = small, poorly fitted or top-dose-only effect, or another doubt; inactive = no such curve, though single readings can be large; an effect the other way counts as inactive or inconclusive. A portion of the library; rates above refer to the full screens.

Sample of the layout (3 entries):
SMILES	KB-V1 MDR tox	HEK293 tox	GLP-1R agonist	GLP1R inv ag	DRD3 antagonist	D3 ag	TDP-43 yeast inh	PTHR1 agonist	aSyn yeast inh
NC(=O)NC(=O)COC(=O)c1ccc2c(c1)C(=O)N(Cc1ccccc1)C2=O	6%	-16%	5%	-3%	-7	-1	7%	i	-4%
O=C(CN(CCc1ccccc1)S(=O)(=O)c1ccc(Br)cc1)N/N=C/c1ccc2c(c1)OCO2	u	11%	-2%	5%	0	4	0%	-18%	3%
Cc1ccc(N(CC(=O)Nc2ccccc2C(=O)NCc2ccco2)S(=O)(=O)c2ccccc2)cc1C	-11%	-6%	-17%	u	9	-1	19%	i	1%

This part in full, from the start:
SMILES	KB-V1 MDR tox	HEK293 tox	GLP-1R agonist	GLP1R inv ag	DRD3 antagonist	D3 ag	TDP-43 yeast inh	PTHR1 agonist	aSyn yeast inh
NC(=O)NC(=O)COC(=O)c1ccc2c(c1)C(=O)N(Cc1ccccc1)C2=O	6%	-16%	5%	-3%	-7	-1	7%	i	-4%
O=C(CN(CCc1ccccc1)S(=O)(=O)c1ccc(Br)cc1)N/N=C/c1ccc2c(c1)OCO2	u	11%	-2%	5%	0	4	0%	-18%	3%
Cc1ccc(N(CC(=O)Nc2ccccc2C(=O)NCc2ccco2)S(=O)(=O)c2ccccc2)cc1C	-11%	-6%	-17%	u	9	-1	19%	i	1%
COc1cc(C2NC(=O)NC(c3ccccc3)=C2C(C)=O)ccc1OCC(=O)O (stereo not given)	-10%	1%	2%	20%	-8	2	-4%	i	-1%
O=C(CSC(=S)N1CCCC1)N(Cc1nnc(-c2ccccc2Cl)o1)C1CC1	4.6µM*	-18%	0%	-18%	6	2	18%	-20%	15%
COCCNc1nc(Oc2cccc(NC(C)=O)c2)c2sccc2n1	-23%	2%	20%	23%	-1	-1	13%	-19%	u
O=C(Cc1n[nH]c(=O)c2ccccc12)N1CCN(S(=O)(=O)c2ccc(F)c(Cl)c2)CC1	8%	-3%	10%	8%	-15	4	-14%	i	-10%
NS(=O)(=O)c1ccc(CCNC(=O)Cn2c(-c3cccs3)cc3ccccc32)cc1	8%	0%	x	-22%	x	-20	-4%	-5%	x
Cc1cccc(N2C(=O)N3[C@H](c4ccc(Cl)cc4)[C@@H]4C(=O)N(C5CCCCC5)C(=O)[C@@H]4[C@]3(Cc3ccc(Cl)cc3)C2=O)c1	-27%	-18%	2%	u	-7	-2	0%	-25%	-6%
Cc1ccc(C)c2sc(N3CCN(C(=O)c4ccc([N+](=O)[O-])o4)CC3)nc12	u	6%	1%	-10%	u	2	-54%[inhibitor]	-95%[inhibitor]	-6%
O=C(NC(=S)NNC(=O)c1ccccc1O)c1ccccc1	0%	-4%	-4%	u	-12	20	-65%[inhibitor]	-6%	4%
Cc1ccc(C(=O)O/N=C2\CCSc3ccc(C)cc32)cc1	-6%	13%	-16%	1%	31	7	20%	-11%[57.5 µM]	-10%
CCn1c2c(c(=O)n3ncc(C(=O)Nc4cc(Cl)ccc4C)c13)CN(Cc1ccc(OC)cc1)CC2	1%	-6%	x	-3%	x	10	20%	-1%	x
Cc1ccc(SCc2nc(-c3ccc(C(=O)Nc4cc(C)ccc4C)cc3)oc2C)cc1	x	1%	x	20%	x	-14	-23%	i	x
CCCc1nc2ccc(Cl)cn2c1Cc1ccccc1OC	0%	-8%	6%	u	-25	0	-11%	-3%	5%
NS(=O)(=O)c1ccc(CCNC(=O)C2CCN(C(=O)Nc3ccccc3)CC2)cc1	0%	17%	6%	14%	-5	-8	-21%	-18%	-3%
O=C(CC(=O)Nc1ccccc1C(F)(F)F)Nc1ccccc1C(F)(F)F	u	13%	-3%	6%	2	-6	4%	i	8%
CC(C)C(c1nnnn1CCc1ccccc1)N1CCOCC1 (stereo not given)	-1%	-3%	16%	-1%	u	-4	-3%	10%	4%
Cc1ccc(S(=O)(=O)N(CC(=O)N2CCc3ccccc3C2)c2ccc(Cl)c(Cl)c2)cc1	u	-1%[1.53 µM]	-3%	u	1	-1	2%	-27%	-1%
Cc1cc(OCC(=O)Nc2ccc(CN3CCOCC3)cc2)c2c(C)c(C)c(=O)oc2c1	-17%	-6%	21%	7%	20	4	14%	-15%	2%
COc1ccccc1CNS(=O)(=O)c1ccc(NC(C)=O)cc1	u	-21%	-8%	0%	u	3	-23%	-22%	-11%
Cc1oc(-c2ccc(Cl)cc2)nc1CS(=O)CC(=O)NCCCN1CCOCC1 (stereo not given)	-17%	-26%	1%	9%	18	-6	7%	i	-11%
O=C(Nc1ccc2ccccc2c1)N1CCN(c2ncccc2C(F)(F)F)CC1	-3%	-13%	2%	u	-23	-5	u	-5%	-3%
C#CCN(C[C@H]1[C@H](OC(=O)NCC2CCCCC2)[C@H](OC(=O)NCC2CCCCC2)C[C@@H](C(=O)OC)[C@H]1C(=O)OC)S(=O)(=O)c1ccc(C)cc1	-25%	0%	-2%	38%[activator]	-17	-7	1%	-4%	9%
CCN(CC)CCNC(=O)c1cc(-c2ccco2)nc2ccccc12	u	-3%	4%	-17%	u	-9	-6%	i	-2%
CN(CC(=O)Nc1ccccc1Cl)C(=O)COC(=O)C1=COCCO1	7%	-3%	1%	1%	-3	-15	-22%	3%	-2%
O=C(Nc1ccc(Br)cc1)c1ccc(Br)c(S(=O)(=O)N2CCCCC2)c1	0%	6%	x	u	x	2	17%	-48%[inhibitor]	x
CN(Cc1cnn(C)c1)C(=O)C1CCC(=O)N(Cc2cccc(F)c2)C1 (stereo not given)	26%	-7%	4%	0%	6	6	2%	-2%	1%
Cc1ccc(C(=O)N(CC(=O)NC2CCCC2)c2ccccc2C)s1	-15%	4%	-2%	u	2	-3	27%	i	1%
COc1ccc(/C(O)=C2\C(=O)C(=O)N(c3cc(C)on3)C2c2ccccc2OC)cc1 (stereo not given)	-17%	-22%	-3%	4%	-5	0	-2%	-6%[57.5 µM]	7%
CCc1ccc(CN2CCCC(CNS(=O)(=O)c3ccc(OC)cc3)C2)cc1 (stereo not given)	u	1%	3%	u	u	-13	-4%	2%	6%
C[C@@H]1CCC(=O)N(C[C@@H](C)CSc2ccc(Br)cc2)CC1	u	14%	-5%	u	6	0	u	-88%[inhibitor]	14%
COC(=O)CNC(=O)c1cc(-c2ccncc2)nc2ccccc12	-1%	13%	8%	6%	-7	-14	-13%	16%	0%
CCC(CC)c1nc2cc(OC)c(OC)cc2c(=O)o1	14%	0%	-9%	22%	u	-4	-1%	-9%[57.5 µM]	-4%
O=C1CC(c2ccc3c(c2)OCO3)Sc2nc3ccccc3n21 (stereo not given)	-23%	5%	-9%	0%	-13	2	-14%	-26%[57.5 µM]	-4%
CC1CCN(S(=O)(=O)c2ccc3c(c2)CC(C)N3C(=O)C2CCC2)CC1 (stereo not given)	u	8%	28%	u	-6	-3	18µM*	-29%	12%
COc1ccccc1/C=N/NC(=O)CO	7%	-5%	9%	20%	23	14	-8%[0.397 µM]	i	0%
O=C(c1ccc2nc(N3CCOCC3)sc2c1)N1CCN(C(=O)c2ccco2)CC1	-1%	3%	18%	23%	-15	1	23%	-37%[inhibitor]	4%
CC(C)CNC(=O)Nc1ccccc1F	19%	3%	-1%	12%	7	2	10%	-6%	-4%
Cc1cc(C)n(CC2CC(=O)N(c3ccccc3)C2=O)n1 (stereo not given)	19%	1%	0%	14%	42	4	-11%	i	-2%
Cc1ccc(/C=N/NC(=O)c2cccc(S(=O)(=O)Nc3cccc(Cl)c3)c2)o1	-12%	-1%	8%	-9%	-11	-1	-1%	-23%	-3%
CCCNC(=O)Cn1c(=O)/c(=C\c2ccc(-c3cccc([N+](=O)[O-])c3)o2)s/c1=C\C(=O)C(C)(C)C	-12%	7%[1.53 µM]	0%	27%	-13	-7	17%	-1%	-2%
CC(NC(=O)c1ccccc1)C(c1cccs1)N1CCOCC1 (stereo not given)	16%	-12%	-1%	1%	-1	10	19%	-23%	0%
O=C(NCCCN1CCCCC1)C1(S(=O)(=O)c2ccc(Cl)cc2)CC1	0%	2%	-5%	-4%	-19	-5	10%	-14%	-4%
COc1ccccc1CCNC(=O)c1cnccn1	16µM*	2%	2%	41%[activator]	13	12	-6%	-17%[57.5 µM]	-4%
CCC(CC)COC(=O)C1=C(C)NC(=O)NC1c1ccc(N(C)C)cc1 (stereo not given)	0%	-3%	7%	u	1	-5	-2%	-10%	3%
O=C(NC1CCCCC1)NC1CCN(S(=O)(=O)c2ccc3c(c2)OCCO3)CC1	10%	-10%	1%	2%	3	-1	14%	-13%	0%
Cc1cnn(-c2nc(-c3ccccc3)cc(-c3ccccc3)n2)c1	u	u	20%	u	4	1	-4%	-15%	2%
COc1ccc2ccccc2c1CNC(C)c1ccccc1 (stereo not given)	-25%	u	-3%	u	-14	-6	9%	-11%	1%
Cc1cc(C)c[n+](CC(=O)c2cc3ccccc3oc2=O)c1	22%	19%	-11%	1%	u	2	6%	19%	-1%
Cc1ccc(NC(=O)CSc2nnc(N)s2)c([N+](=O)[O-])c1	-18%	-5%	3%	14%	-4	-11	5%	i	-2%
COc1ccc(CCn2c(=N)c(C(=O)NCc3ccco3)cc3c(=O)n4ccccc4nc32)cc1	23µM*	11%	18%	56%[activator]	-21	-1	-11%	-15%	-1%
CSc1ccc(CN2CCC2(C)C(=O)NCc2ccc3c(c2)OCO3)cc1 (stereo not given)	-31%	2%	u	u	-19	-8	25%	-6%	4%
C=C(C)c1cccc(C(C)(C)NC(=O)Nc2cccnc2)c1	-3%	1%	-4%	u	-1	1	-18%	i	2%
CC(C)CCN1C(=O)c2ccccc2CC1(C)C(=O)NC1CCCCC1 (stereo not given)	x	1%	x	3%	x	-4	9%	9%	x
